High-throughput results deposited in PubChem by NCI.
Growth percent in the NCI-60 one-dose screen (48 h, 10 µM unless noted): 100 = growth as untreated, 0 = no growth, -100 = all killed.
DU-145: DU-145 prostate cancer | hit rate 4.2% among 81,000 | AID 1794760
KM12: KM12 colon cancer cells. hit rate 5% among 82,000. AID 1794800
SW-620: SW-620 colon cancer; hit rate 5.2% among 82,000; AID 1794795
HT29: HT29 colon cancer. hit rate 7.4% among 81,000. AID 1794748
PC-3: PC-3 prostate cancer cells | hit rate 3.9% among 80,000 | AID 1794754
HCC-2998: HCC-2998 colon cancer; hit rate 4.7% among 79,000; AID 1794799
SNB-19: SNB-19 CNS cancer cells; hit rate 2.5% among 81,000; AID 1794751
SNB-75: SNB-75 CNS cancer; hit rate 5% among 79,000
SF-539: SF-539 CNS cancer | hit rate 6.8% among 81,000
* = called active by the depositor; x = not tested or not shown; & = joins results of further samples. The calls were made as follows: active = growth percent below 10; inactive = the rest.

SMILES	DU-145	KM12	SW-620	HT29	PC-3	HCC-2998	SNB-19	SNB-75	SF-539
CC(C)(C)c1cc(NC(=O)Cc2ccc(Nc3ncnc4[nH]ccc34)cc2)no1	84	15	116	101	80	113	89	99	75
CCOC(=O)CSCc1nc(N)nc(Nc2ccc(C)cc2)n1	106	102	97	113	101	106	103	83	91
Cc1cc(C(F)(F)F)nc(NNc2nc(C)cc(C(F)(F)F)n2)n1	106	104	102	103	98	103	99	80	98
O=C(CC(=O)Nc1cccc(C(=O)O)c1)Nc1cccc(C(=O)O)c1	121	112	90	98	92	102	102	73	91
Nc1ccccc1C(=O)N/N=C\c1cccc([N+](=O)[O-])c1	104	110	102	99	89	103	91	106	101
O=C1CSC(c2ccccc2Cl)N1n1cnnc1 (centres undefined)	106	103	100	100	96	102	96	99	107
CCOC(=O)c1sc(NS(=O)(=O)c2ccccc2)nc1C	145	129	111	124	x	27	107	98	101
CCC(=O)C[n+]1cc2ccccc2c2ccccc21	114	101	111	131	94	122	95	132	98
CCOC(=O)C1=NC(Cc2c[nH]c3ccccc23)C(=O)N(c2ccc(Cl)cc2)N1 (centres undefined)	113	103	106	101	91	105	100	96	92
CC1(C)c2ccccc2-c2nc3ccccc3cc2C1O (centres undefined)	107	91	102	114	x	x	97	76	90
CCNCC(=O)Nc1ccc(C(=O)OCC)cc1	104	96	97	91	98	99	109	87	100
COc1ccc(Cn2c(Br)c3c(c2-c2ccccc2)CCc2sc(NC(=O)c4ccc(OC)cc4)nc2-3)cc1	101	92	103	97	97	109	106	94	102
COc1cc(CNC(=O)/C=C/c2ccccc2)ccc1OCc1cn(-c2cccc(Cl)c2)nn1	100	105	100	112	80	102	91	89	93
CC/C(=C\c1ccc(O)c(O)c1)C(=O)NC1CCOC1O (centres undefined)	106	100	102	111	96	110	104	96	101
COc1ccc(-c2cn(-c3cccc(C(=O)/C=C/c4ccc(O)c(OC)c4)c3)c(=O)[nH]2)cc1	6.8*	-59*	x	-22*	20	18	67	1.4*	11

2 entries from above, with values under each structure:
Values run as follows: DU-145	KM12	SW-620	HT29	PC-3	HCC-2998	SNB-19	SNB-75	SF-539
> CC1(C)c2ccccc2-c2nc3ccccc3cc2C1O (centres undefined)
    107	91	102	114	x	x	97	76	90
> CC(C)(C)c1cc(NC(=O)Cc2ccc(Nc3ncnc4[nH]ccc34)cc2)no1
    84	15	116	101	80	113	89	99	75

Further structures:
SMILES	DU-145	KM12	SW-620	HT29	PC-3	HCC-2998	SNB-19	SNB-75	SF-539
CCOC(=O)c1nn(CC(O)c2ccccc2)c(NC(=O)Nc2cccc(C(F)(F)F)c2)c1C (centres undefined)	95	91	96	88	82	98	94	78	98
O=c1cc(N/N=C/c2ccccc2)c2ccccc2[nH]1	112	108	90	89	79	101	95	96	99
CCCCOC(=O)C=O	109	109	100	103	96	114	x	85	111
Cc1ccc(-c2nc3nc(-c4ccccc4)nc(N4CCNCC4)c3o2)cc1	-87*	-88*	-69*	-74*	-82*	-87*	-81*	-91*	-93*
Nc1ccc(S(=O)(=O)NC(=O)c2ccccc2)cc1	105&107	109&111	100&102	111&113	103&98	107&107	107&104	108&93	98
CC1(C)CC(=O)C(/C=N/C(=S)Nc2ccc(S(N)(=O)=O)cc2)=C(O)C1	x	104	100	102	100	101	111	88	114
COc1ccc(-c2cc(-c3c(C)oc4c(OC)c5occc5c(OC)c4c3=O)nc(N)c2C#N)cc1OC	114	107	109	104	85	95	95	77	89
CCN(CC)C(=O)c1c2c(n3ccccc13)C(=O)c1ncccc1C2=O	100	91	60	103	85	93	87	57	91
C#CC(OC(=O)NC1CCCCC1)(c1ccccc1)c1ccccc1	106	95	93	109	81	99	82	108	91
CCN(Cc1ccccc1)c1ccc(SC#N)cc1	98	41	84	71	31	94	91	83	82
COc1cc(/C=C/C(=O)Oc2ccc(/C=C/c3cc(OC(=O)/C=C/c4cc(OC)c(O)c(OC)c4)cc(OC(=O)/C=C/c4cc(OC)c(O)c(OC)c4)c3)cc2)cc(OC)c1O	120	97	106	69	95	107	102	88	97
C=CC(=O)Nc1cccc(C)c1Nc1cc(-c2cccnc2Cc2c(C)c(OC)cc(OC)c2C)ncn1	11	18	25	5.0*	8.1*	71	23	24	3.0*
C[N+](C)(C)c1ccc(CC2c3ccccc3-c3ccccc32)cc1	101	77	86	66	56	89	23	-3.8*	26
CC1C/C(=C\c2ccc([N+](=O)[O-])cc2)C(=O)O1 (centres undefined)	100&108	97&101	98&104	99&112	95&88	99&106	104&107	95&102	93&99
CCCCC1C(=O)NN(c2ccccc2)C1=O (centres undefined)	120	111	112	111	106	111	101	96	99
COc1ccc(-c2cc(=O)oc3ccc(Cl)cc23)cc1F	15	11	24	-5.7*	11	20	24	46	-2.9*
O=C(Nc1ccc(S(=O)(=O)Nc2nccs2)cc1)c1ccncc1	113	111	101	99	98	103	98	89	102
CN(c1ccccc1)S(=O)(=O)c1ccc(NC(=O)CC(=O)c2ccccc2)cc1	92	96	102	92	85	96	92	99	101
COc1cccc2cc(-c3cc4ccccc4[nH]3)/c(=N/C(=O)Nc3ccccc3)oc12	115	105	93	101	83	101	95	61	86
O=S(=O)(c1ccccc1)N1CCN(S(=O)(=O)c2ccccc2)CC1	112	103	102	110	101	92	101	96	92
COc1ccc2c(c1)c(-c1cc(-c3cn(C)c4ccc(OC)cc34)on1)cn2C	114	106	92	97	88	101	95	98	101
CC(=O)N=c1ccc2nc3c(cc(N)c4ccccc43)oc-2c1	-96*	-60*	-89*	1.1*	2.5*	-4.3*	-11*	34	-71*
N#CCCOCN(COCCC#N)c1nc(N(COCCC#N)COCCC#N)nc(N(COCCC#N)COCCC#N)n1	116	110	109	x	92	97	107	102	102
CN1CCN(c2ccc(Nc3nc(NCCCNC(=O)C4CCCCC4)c4sccc4n3)cc2)CC1	67	64	40	-1.8*	51	59	77	63	-78*
[C-]#[N+][C@]12C(=O)[C@H](CCC1(C)C)C(C)(C)[C@H]1C(=O)N(C)c3cccc2c31	102	57	107	38	17	102	95	94	93
c1ccc2c(c1)ccc[n+]2CCC1CCCCC1	89	53	87	54	60	68	73	x	83
O=C(O)c1ccc(-c2nn(-c3ccc(C(=O)O)cc3)cc2/C=N/Nc2nc(-c3ccc(O)cc3)cs2)cc1	108	100	104	103	99	104	104	94	100
CN(Cc1ccc(Nc2ccccc2)cc1)C1CCCCC1	100	102	103	x	96	88	103	94	108
O=c1nc2c(-c3nc4ccccc4s3)n[nH]n2c2ccsc12	47	77	87	93	65	94	81	89	76
Cc1[nH]n(C(=O)c2ccncc2)c(=O)c1N=Nc1ccc(S(=O)(=O)Nc2ccncn2)cc1	126	109	108	109	100	113	105	94	107
Brc1ccc(-c2nc(Br)cn3ccnc23)cc1	105	96	100	101	78	93	88	62	79
O=C1CC(SC(=S)C2CCCC2=O)C(=O)N1 (centres undefined)	108	103	110	103	97	108	95	105	104
CC(C)(C)n1cc(-c2ccnc(NCCNS(=O)(=O)c3cccc(F)c3)c2)c(-c2ccccc2)n1	96	93	94	41	80	91	89	85	88
Nc1ccc(NS(=O)(=O)CS(=O)(=O)Nc2ccc(N)cc2)cc1	106	99	96	97	88	107	103	82	92
O=[N+]([O-])c1ccc(O)c(C2CCCCC2)c1	100	97	91	102	84	104	82	90	92
C=C1C(=O)O[C@H]2[C@H]1CC/C(COC(=O)c1cn(C)c3ccccc13)=C\CC[C@@]1(C)O[C@@H]21	-72*	31	-66*	-77*	-55*	35	26	59	-58*
CC(C)CC(NC(=O)OCC1c2ccccc2-c2ccccc21)C(=O)O (centres undefined)	116	106	116	112	104	112	99	90	104
C=C(C)CNC(=O)OC(C)C	119	114	105	114	102	110	104	109	109
Cc1cc(N)cc(C)n1	100	103	100	111	95	104	104	99	102
C#CCNCCCN1C(=O)c2ccc3c4c(ccc(c24)C1=O)C(=O)N(CCCNCC#C)C3=O	-99*	-80*	-60*	-8.8*	-28*	-90*	-89*	-99*	-97*
O=C(Nc1ccc(Oc2ccc(F)cc2)c(Cl)c1)c1cccnn1	77	79	94	77	64	89	66	88	86
O=C(CN1CCCCC1)Nc1nc2ccc(NCc3ccc(Cl)cc3)cc2s1	107	103	95	101	91	112	96	100	96
CC(=O)NC(Cc1ccccc1)C(C)=O (centres undefined)	112	100	98	105	87	99	99	89	96
C1CCC(N2CN3c4nonc4N4CN(C5CCCCC5)CN5c6nonc6N(C2)C3C45)CC1 (centres undefined)	104	99	93	105	88	98	102	89	101
CN(Cc1ccccc1)C(=O)C(=O)c1c[nH]c2ccccc12	116	113	104	107	73	92	104	98	97

Sorted by length of the SMILES (lowest first): some entries from above
SMILES	DU-145	KM12	SW-620	HT29	PC-3	HCC-2998	SNB-19	SNB-75	SF-539
C=C(C)CNC(=O)OC(C)C	119	114	105	114	102	110	104	109	109
CC(=O)NC(Cc1ccccc1)C(C)=O (centres undefined)	112	100	98	105	87	99	99	89	96
Brc1ccc(-c2nc(Br)cn3ccnc23)cc1	105	96	100	101	78	93	88	62	79
CC(C)CC(NC(=O)OCC1c2ccccc2-c2ccccc21)C(=O)O (centres undefined)	116	106	116	112	104	112	99	90	104
CC(C)(C)n1cc(-c2ccnc(NCCNS(=O)(=O)c3cccc(F)c3)c2)c(-c2ccccc2)n1	96	93	94	41	80	91	89	85	88

(more compounds)
SMILES	DU-145	KM12	SW-620	HT29	PC-3	HCC-2998	SNB-19	SNB-75	SF-539
CCOc1cccc(/C(N)=N/C(N)=N/c2nc(C)cs2)c1	108	99	100	110	96	117	102	98	105
O=C(NCC1Cc2cccc(-c3ccncc3)c2O1)c1csc2c1CCCC2 (centres undefined)	104	103	103	98	95	107	104	91	104
COc1cccc(Cn2cc3c(c2-c2cc(OC)c(OC)c(OC)c2)CCCc2cnoc2-3)c1	97	89	88	96	76	104	87	74	92
COc1ccc2c(c1)c(=O)c(C(=O)O)cn2CCCOc1ccc([N+](=O)[O-])cc1	98	105	94	80	102	104	94	77	87
COc1cc(/C=C2\C(=O)Nc3ccccc32)ccc1OCc1ccc(F)cc1	106	101	106	105	101	119	99	106	102
COc1ccc(C2=NN(/C=C3\SC(=O)NC3=Nc3ccc(Cl)cc3)C(c3ccc(F)cc3)C2)cc1 (centres undefined)	104	101	99	98	x	101	94	91	106
CC(=O)c1ccc(C)nc1	122	112	108	116	104	x	105	94	x
Cc1ccc2c(Cn3nnc(C(=O)O)c3C)cc(=O)oc2c1	111	103	103	107	88	100	97	95	107
COc1cc(/C=C/c2cccnc2Nc2ccc(O)cc2)cc(OC)c1OC	102	95	89	86	x	103	91	61	86
COc1ccc(NC(=O)c2sc3nc(C)c(C(O)c4ccccc4)cc3c2N)cc1 (centres undefined)	14	20	25	13	23	19	29	20	-4.8*
Clc1ccc(N2c3nc4ccccc4cc3Sc3cc4ccccc4nc32)cc1	x	97	92	91	x	112	116	108	88
CCN(CC)CCOc1ccccc1Br	118	110	97	98	101	94	97	99	96
COc1ccc(/C=C/C(C)=O)cc1	110&114	96&119	96&109	100&111	90&92	100&109	100&110	88&94	90&99
COc1ccc(C(=O)c2cc(OC)c(OC)c(OC)c2)cc1/C=C/C(=O)c1ccc2c(c1)OCO2	34	-12*	-35*	-27*	24	27	12	28	-34*
O=C1/C(=C/c2ccc(O)cc2)Oc2ccc(Cl)cc21	114	101	103	155	95	101	85	83	67
NC(=S)N/N=C/c1ccc2c(n1)C(=O)C(Oc1ccc(F)c(F)c1)=CC2=O	106	100	96	99	98	101	97	86	102
Nc1n[nH]c(C(=O)O)n1	121&122	106&106	110&114	101	93&98	98	111&106	97&90	110&102
CC12CCC3c4ccc(O)cc4CCC3C1C[C@H](O)[C@@H]2O (some centres undefined)	116	111	118	100	90	100	x	107	112
CC1(C)N=C(N)N=C(N)N1c1ccc(OCC(=O)N2CCOCC2)cc1	108	100	105	70	80	101	113	102	104
CCS(=O)(=O)Nc1ccc(-c2ccc(NNC(=O)c3ccccc3)nn2)cc1	116	103	116	115	100	99	107	107	103
C=C/C(C)=C/C[C@]1(C)[C@H](C)[C@@H](OC(=O)CCC)[C@H](O)[C@@]23C(=C[C@H](OC)C[C@@H]12)[C@@H](OC(=O)CCC)O[C@H]3OC(C)=O	14	8.4*	-61*	-67*	x	-81*	27	-84*	-74*
COc1ccc(-c2cs/c(=N\N=C\c3ccc(F)c(OC)c3)n2C)cc1	91	78	89	83	67	91	83	91	90
Nc1ccc(N2CCN(c3ccc4nc(-c5ccc6nc(-c7ccc(O)cc7)[nH]c6c5)[nH]c4c3)CC2)cc1	105	101	102	102	112	103	108	83	95
O=C(CSc1nnc2n1N=C(c1ccc(Cl)cc1)CS2)c1ccc(Cl)cc1	84	93	88	83	69	97	76	71	95
COc1cc(Cn2cc3c(c2-c2ccccc2)CCc2cnoc2-3)cc(OC)c1	98	87	89	84	60	95	85	78	84
COc1ccc(-c2cn(-c3ccc(-n4cc(-c5ccc(OC)cc5)[nH]c4=O)cc3)c(=O)[nH]2)cc1	114	109	112	106	71	99	94	101	99
CC(CCl)Cn1snc(Cl)c1=O (centres undefined)	112	102	103	108	100	104	98	76	102
O=C(N/N=C\c1ccccc1C(=O)O)C(=O)N/N=C\c1ccccc1C(=O)O	108&116	104&97	99&97	99&100	97&94	107&98	110&100	91&92	93&108

Quoted from the listing:
Value for Nc1ccc(N2CCN(c3ccc4nc(-c5ccc6nc(-c7ccc(O)cc7)[nH]c6c5)[nH]c4c3)CC2)cc1 under KM12: 101
Value for CC(CCl)Cn1snc(Cl)c1=O (centres undefined) under KM12: 102
Value for C=C/C(C)=C/C[C@]1(C)[C@H](C)[C@@H](OC(=O)CCC)[C@H](O)[C@@]23C(=C[C@H](OC)C[C@@H]12)[C@@H](OC(=O)CCC)O[C@H]3OC(C)=O under SNB-19: 27
